Bioassay records (PubChem)
ARFGAP1 inh = inhibitors of rat ARFGAP1 | inhibition, % at 16.5 µM | AID 651572 | Q62848 | Arfgap1-stimulated ARF1 GTP hydrolysis, GDP FP detection | 0.26% of 360,000 active;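 active = inhibition above a per-plate limit, mean inhibition of low control wells plus 3 SD, cut at about 25% in these data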;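 note: 0% = DMSO wells with enzyme and 100% = wells lacking Arfgap1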
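Material: truncated rat Arfgap1 GAP domain; Incubation: compound-enzyme preincubation 20 min, reaction 120 min, detection 60 min, 25 °C; Read-out: percent inhibition of Arfgap1-stimulated GTP hydrolysis; Technique: FP, GDP Alexa 633 tracer displaced from anti-GDP antibody, 620/688 nm; Controls: No-Arfgap1 wells (100%) versus DMSO full-reaction wells (0%); Replication: single well per compound.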
PLC-beta3 inh = PLC-beta3 (human) inhibition, primary screen; Q01970; Purified PLC-beta3, fluorogenic substrate, fluorescence; inhibition, % at 12.2 µM; 0.18% of 370,000 active; in the data active = inhibition above about 11%;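 note: 0% = median of compound wells on plate and 100% = full blocker control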
proKLK7 act = activates the human kallikrein-7 zymogen; P49862; purified proKLK7, EDANS-DABCYL substrate fluorescence; 100% is mature enzyme control, 0% vehicle; activation, % at 7 µM; 0.9% of 370,000 active; AID 652039;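 active = activation above the mean of all tested compounds plus 3 SD, computed per campaign excluding outliers beyond control limits, cut at about 13% in these data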
Target sequence (P49862 whole entry, looked up): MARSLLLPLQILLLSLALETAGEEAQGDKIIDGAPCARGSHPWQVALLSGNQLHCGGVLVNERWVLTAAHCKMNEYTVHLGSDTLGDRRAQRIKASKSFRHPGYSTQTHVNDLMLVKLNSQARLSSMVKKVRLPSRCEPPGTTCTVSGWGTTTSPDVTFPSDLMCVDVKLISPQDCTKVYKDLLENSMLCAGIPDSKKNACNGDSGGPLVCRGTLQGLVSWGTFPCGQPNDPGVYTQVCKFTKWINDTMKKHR
NR1D1 modulator = modulators of human Rev-erb alpha DNA binding; P20393; Rev-erbα–FITC-DNA binding, fluorescence polarization, 90 min; activity, % at 10 µM; 0.79% of 370,000 active; AID 1259318;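 active = activity above about 14%, limit read from the data; passing the limit was not always enough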;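 note: 0% = DMSO wells with 35 nM protein and 100% = DMSO wells with 750 nM protein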
Target sequence (P20393 whole entry, looked up): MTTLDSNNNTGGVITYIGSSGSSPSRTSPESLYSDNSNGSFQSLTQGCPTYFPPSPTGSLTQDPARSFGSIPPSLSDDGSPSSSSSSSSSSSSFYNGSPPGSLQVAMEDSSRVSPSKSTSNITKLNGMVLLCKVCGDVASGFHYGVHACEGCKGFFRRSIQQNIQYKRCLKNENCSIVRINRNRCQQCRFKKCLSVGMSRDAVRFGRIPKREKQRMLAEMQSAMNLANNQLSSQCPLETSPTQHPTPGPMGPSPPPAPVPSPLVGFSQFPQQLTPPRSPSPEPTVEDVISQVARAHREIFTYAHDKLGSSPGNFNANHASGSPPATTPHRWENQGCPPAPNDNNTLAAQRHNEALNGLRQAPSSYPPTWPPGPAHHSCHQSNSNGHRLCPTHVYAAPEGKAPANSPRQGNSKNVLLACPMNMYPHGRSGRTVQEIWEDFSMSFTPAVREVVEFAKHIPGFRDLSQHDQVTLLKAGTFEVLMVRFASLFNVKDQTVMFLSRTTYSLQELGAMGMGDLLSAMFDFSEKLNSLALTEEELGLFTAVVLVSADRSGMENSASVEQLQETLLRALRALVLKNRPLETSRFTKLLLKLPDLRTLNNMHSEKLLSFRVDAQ
PLC-gamma1 inh = inhibitors of human phospholipase C gamma1; purified PLC-gamma1, fluorogenic substrate, fluorescence; inhibition, % at 12.2 µM; 0.84% of 370,000 active; AID 720700; in the data active = inhibition above about 9.5%
Tn6 DDE FP = inhibitors of Tn6 peptide binding to human fibrin DD(E) | P02675 | Fibrin DD(E) TRITC-Tn6 fluorescence polarization displacement | inhibition, % at 8.3 µM | 0.21% of 370,000 active | AID 720509;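 active = inhibition above a per-campaign cutoff: mean of compounds within control limits plus 3 SD, cut at about 15% in these data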;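 note: 0% = median of all compound wells on the plate and 100% = blocking peptide control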
sPLA2-III inh = Blocks human group III sPLA2 activity | Q9NZ20 | QFRET BODIPY PC-A2 liposome hydrolysis, fluorescence | inhibition, % at 12.2 µM | 0.56% of 370,000 active | AID 743126;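 active = inhibition above mean plus 3 SD of compounds lying within the high and low control bounds, cut at about 19% in these data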;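 note: 0% = median of test compound wells and 100% = no enzyme DMSO wells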
ASAP1 GAP inh = blocks human ASAP1-stimulated Arf1 GTP hydrolysis; Q9ULH1; GDP FP detection; inhibition, % at 16.5 µM; 0.19% of 360,000 active; AID 624377; in the data active = inhibition above about 25%;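 note: 0% = vehicle with enzyme and substrate and 100% = no enzyme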
UHRF1 MBD2 ctr = human UHRF1 methylated DNA binding inhibitors. inhibition, % at 4.4 µM. 0.75% of 370,000 active. AID 687016. Q96T88. UHRF1 binding to methylated oligo, TR-FRET; in the data active = inhibition above about 21%;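 note: UHRF1 SRA domain binding a hemimethylated CpG hairpin DNA probe; 0% = median of test compound wells and 100% = reference inhibitor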
Tn7 DDE FP = disrupts Tn7 cyclic peptide binding to fibrin D-Dimer-E complex; P02675; FP displacement of FITC-Tn7 peptide from fibrin DD(E); 0% = median of compound wells per plate; inhibition, % at 8.3 µM; 0.13% of 370,000 active; AID 720508;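 active = inhibition above the mean of compounds falling within the control limits plus 3 SD of them, cut at about 14% in these data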;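 note: 0% = plate median of compound wells and 100% = 10 µM Aha-Tn7 peptide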
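System: human fibrin DD(E); quantity: Fibrin-DD(E) at 2 µM final; also added: fluorescent Tn7 probe at 0.1 µM; compound dosing: single nominal test concentration of 8.3 µM per compound; schedule: 10 min preincubation, 3 h with tracer, room temperature; detection: fluorescence polarization of the labelled Tn7 tracer; repeats: one replicate per compound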
The depositor's hits bear a star.

ARFGAP1 inh	PLC-beta3 inh	proKLK7 act	NR1D1 modulator	PLC-gamma1 inh	Tn6 DDE FP	sPLA2-III inh	ASAP1 GAP inh	UHRF1 MBD2 ctr	Tn7 DDE FP	smiles
11	-5	-0.1	-1	-1	0	3	8	-1	-5	C[C@]12c3[nH]c4ccccc4c3CCN1C(=O)C(CC(=O)NCC13CC4CC(CC(C4)C1)C3)C[C@@H]2C(=O)N1CCCCC1 (stereo not given in full)
-7	2	-0.2	0	3	-2	-13	7	2	5	COc1ccc(-c2nnn(Cc3nc(N)nc(N4CCCCC4)n3)n2)cc1
-4	-3	0.7	1	-3	2	-2	-8	-1	5	COc1ccc(-c2noc3c2-c2nc(-c4ccccc4)sc2CC3)cc1
8	1	-0.3	-4	2	1	-13	-4	-3	6	O=C(Cn1ccc(C(F)(F)F)n1)N=Nc1c(O)[nH]c2ccccc12
15	-82	-4.8	-7	-58	-3	0	2	9	-8	Cc1ccc(-c2cc3nc(C)cc(N4CCN(C(=O)c5ccoc5)CC4)n3n2)cc1
12	1	0.4	4	2	-3	-40	3	6	-11	c1ccc2c(CSc3ncnc4nc[nH]c34)cccc2c1
12	0	-0.8	-3	1	1	7	-1	0	-9	Cc1cc2c(c(=O)n1C)C(C(C)C)C(C#N)=C(N)O2 (stereo not given)
-9	-19	-2.8	-10	-11	-11	-2	2	-1	4	CC(=O)c1ccc(C(=O)Nc2ccc3c(c2)C(=O)NC3=O)cc1
-2	-2	0.7	3	7	1	5	-10	2	-4	COc1ccc(CCNC(=O)COc2ccc(S(=O)(=O)N3CCCC3)cc2)cc1
11	-8	0.3	2	1	1	8	4	-4	6	O=C(/C=C/c1ccco1)Nc1ccc(Oc2ccccc2)cc1
17	-1	0.0	-4	-1	-6	2	-9	1	-2	CC(=O)C1CCC2C3CC(C)C4=CC(=O)CCC4(C)C3C(=O)CC12C (stereo not given)
1	3	-0.2	0	-1	3	-2	-1	-1	-6	Cc1cccc(C)c1NC(=O)COC(=O)c1ccccc1[N+](=O)[O-]
3	2	-0.3	-4	2	0	0	-6	1	-12	Cn1c(=O)[nH]c(=O)c2c1nc(NCCCn1ccnc1)n2Cc1ccccc1
4	-2	0.0	1	5	4	2	7	2	1	O=C(NCCNC(=O)c1cc(Cl)ccc1Cl)c1ccco1
-8	-5	-0.4	-4	-5	6	-12	-15	-2	3	O=C(CCNC(=O)c1ccco1)NCCc1c[nH]c2ccccc12
-6	-8	-0.5	3	-1	-6	2	13	-1	1	COc1ccc(CNC(=O)C2CCCN(S(=O)(=O)c3ccccc3)C2)cc1 (stereo not given)
8	-6	0.3	2	5	-13	6	-12	5	-2	COc1ccc(N2CCN(S(=O)(=O)c3c(C)[nH]c(C)c3C(=O)N3CCCCC3)CC2)cc1
6	3	-0.5	-3	2	-5	-2	7	2	-8	Cc1ccc(S(=O)(=O)N2C[C@H]3N(C(=O)OC(C)C)N(C(=O)OC(C)C)C[C@H](OC(=O)NC4CC4)[C@@]3(O)C2)cc1
15	-1	-0.1	10	2	1	-31	7	-2	-7	Cc1ccc(NC(=O)c2cc(S(=O)(=O)NCCC3=CCCCC3)ccc2F)cc1F
-9	-4	-0.9	8	1	-7	13	-10	4	-2	Cc1nn(C)cc1C(=O)Nc1c(C)nn(Cc2ccccc2Cl)c1C
10	-1	0.2	3	-3	-7	6	-1	0	5	CN(C)CC(C)(C)CNC(=O)CC1C(=O)NCCN1Cc1ccc(-c2ccccc2)cc1 (stereo not given)
0	-3	-0.2	1	-4	1	-3	-4	-1	0	CSc1oc(-c2ccccc2)nc1S(=O)(=O)c1ccc(F)cc1
1	-443	11	5	-384	-3	3	7	-1	-1	CCCOC(=O)C1=C(C)NC2=C(C(=O)CC(C)(C)C2)C1c1cccnc1 (stereo not given)
-1	-3	0.8	-4	-3	-2	6	7	2	0	C#CCN(C(=O)c1ccc(OC2CCN(Cc3ccccn3)CC2)cc1)C1CCCCC1
14	2	4.4	-2	-2	-6	-21	10	0	0	COc1cc2nc(SCc3ccc(F)cc3)n(Cc3cccs3)c(=N)c2cc1OC

4 of these compounds, set out differently:
Each structure is followed by: ARFGAP1 inh	PLC-beta3 inh	proKLK7 act	NR1D1 modulator	PLC-gamma1 inh	Tn6 DDE FP	sPLA2-III inh	ASAP1 GAP inh	UHRF1 MBD2 ctr	Tn7 DDE FP
COc1ccc(-c2nnn(Cc3nc(N)nc(N4CCCCC4)n3)n2)cc1
    -7	2	-0.2	0	3	-2	-13	7	2	5
COc1ccc(-c2noc3c2-c2nc(-c4ccccc4)sc2CC3)cc1
    -4	-3	0.7	1	-3	2	-2	-8	-1	5
O=C(Cn1ccc(C(F)(F)F)n1)N=Nc1c(O)[nH]c2ccccc12
    8	1	-0.3	-4	2	1	-13	-4	-3	6
Cc1ccc(-c2cc3nc(C)cc(N4CCN(C(=O)c5ccoc5)CC4)n3n2)cc1
    15	-82	-4.8	-7	-58	-3	0	2	9	-8

The listing continues.
ARFGAP1 inh	PLC-beta3 inh	proKLK7 act	NR1D1 modulator	PLC-gamma1 inh	Tn6 DDE FP	sPLA2-III inh	ASAP1 GAP inh	UHRF1 MBD2 ctr	Tn7 DDE FP	smiles
-10	10	0.4	2	3	-3	1	-1	1	-6	O=C1CCC(/C=C/c2ccccc2)=NN1
4	-4	-0.4	-4	2	2	4	-4	-1	-6	O=C(CSc1ccccc1C(=O)O)Nc1ccc2c(c1)OCO2
7	3	-0.9	1	2	1	1	12	-1	3	O=C(O/N=C/c1ccc(Cl)cc1)C1CCCCC1
-5	2	0.5	0	2	-1	-4	-2	0	-2	O=C(O)C1CC(c2cccc(Br)c2)=NO1 (stereo not given)
0	-7	0.2	8	-4	0	-4	-15	0	-3	O=C(Nc1ccc(N2C(=O)C3CCCCC3C2=O)cc1Cl)c1cccs1 (stereo not given)
-2	2	0.6	-2	3	-8	1	-10	-1	-8	COc1cc(C(=O)NCCOc2ccc(F)cc2)c(Br)c(OC)c1OC
-2	-3	0.3	3	2	-9	-4	-1	-1	6	Cn1c(=O)c2c(ncn2CCc2ccccc2)n(C)c1=O
-8	-7	-0.2	-2	0	5	-42	11	1	2	CC1CCc2c(C(=O)Nc3cccc(-c4nn[nH]n4)c3)csc2C1 (stereo not given)
-4	0	-0.1	-3	0	7	-5	-2	0	-1	Cc1ccc(COCCN2CCN(S(=O)(=O)c3ccc(C)cc3)CCC2=O)cc1
10	-3	-0.7	3	2	0	1	8	0	6	O=C(O)C1CCN(S(=O)(=O)Cc2ccccc2)CC1
9	-10	-0.2	5	-2	2	-11	10	3	2	O=C(Nc1cccnc1)c1cccc(S(=O)(=O)N2CCc3ccccc32)c1
3	1	0.0	3	3	1	-12	1	-2	-2	O=C(NCC1OCCc2ccccc21)c1ccc(NC(=O)c2ccc(Cl)cc2Cl)cc1 (stereo not given)
1	0	0.5	3	0	10	3	5	20	5	CCN(C[C@H]1N[C@@](Cc2ccccc2)(C(=O)OC)[C@H]2C(=O)N(Cc3ccccc3)C(=O)[C@@H]12)C(=O)COc1ccccc1
0	4	-0.3	-1	4	-9	0	4	3	0	O=C(c1ccco1)N1CCN=C1SCc1ccc(F)cc1
-4	-11	-0.4	15	-5	3	-23	1	-7	-7	Cn1cccc1/C=C1\SC(=S)N(NC(=O)c2ccccc2O)C1=O
2	-6	-0.4	-2	3	5	9	-1	-1	5	COC(=O)C1CN(C(=O)COc2ccccc2)c2ccccc2O1 (stereo not given)
-12	1	-1.0	-7	-2	1	7	5	-1	-3	CCN(CC)C(=O)c1cccc(-c2csc(C(O)c3ccc(OC)cc3)n2)c1 (stereo not given)
-7	3	0.1	2	0	0	4	13	1	2	Cc1ccc(C)c(NC(=O)CSc2nnc(-c3ccncc3)n2N)c1
7	-1	0.1	-5	2	-2	-6	-6	2	0	Cc1ccccc1NS(=O)(=O)c1ccc(S(=O)(=O)N2CCCC2)cc1
-1	-2	0.9	-3	1	5	2	7	-1	6	O=C(Nc1ccccc1)c1cc(S(=O)(=O)N2CCOCC2)cs1
6	-7	0.1	13	1	-3	2	-3	-2	-2	Cc1ccc(SCc2noc(-c3c(C)noc3C)n2)cc1
10	-6	0.8	-7	1	10	-14	-5	-1	0	Cc1cccc(NC(=O)COC(=O)Cc2cccs2)c1C
-4	-2	0.3	-1	1	-3	2	4	-1	-12	CCn1c(SCC(=O)N2CCN(c3ccccc3)CC2)nnc1-c1cc2cc(Cl)ccc2o1
-1	-4	-0.5	-1	-4	-2	-3	4	1	-5	CC(C(=O)Nc1ccc2c(c1)OCCO2)n1nnc(-c2ccccc2)n1 (stereo not given)
8	-8	-1.2	3	-2	8	16	6	5	6	CN(/N=C/c1ccc(Cl)cc1)c1ncc(Cl)cc1C(F)(F)F
0	-1	-0.8	-1	-1	2	-6	9	-1	-2	COc1ccc(OCCSc2ncn[nH]2)cc1
-10	3	-0.9	-4	1	1	7	-12	1	2	CN(C)C1CN(Cc2cn(Cc3cccc(C(F)(F)F)c3)nn2)S(=O)(=O)C1 (stereo not given)
2	-4	1.7	-18	-5	-3	-3	5	1	-1	O=C(Nc1ccc(NC(=O)c2cccs2)cc1)c1ccc(Br)o1
